Screening results: PubChem BioAssay, several laboratories
Mcl1 Bid PPI: Mcl-1/Bid interaction inhibition; 220,000 tested, 0.97% active; TR-FRET Mcl-1/Bid-Dy647 peptide binding, 1536-well; inhibition, % at 21.7 µM; Q07820;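 active means compounds that cut the binding signal by more than half at the single screening dose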;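 further: His-tagged Mcl-1 with europium anti-His antibody binding Bid BH3 peptide; 0% = Mcl-1 plus peptide wells and 100% = peptide-only wells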
Target sequence (Q07820 whole entry, looked up): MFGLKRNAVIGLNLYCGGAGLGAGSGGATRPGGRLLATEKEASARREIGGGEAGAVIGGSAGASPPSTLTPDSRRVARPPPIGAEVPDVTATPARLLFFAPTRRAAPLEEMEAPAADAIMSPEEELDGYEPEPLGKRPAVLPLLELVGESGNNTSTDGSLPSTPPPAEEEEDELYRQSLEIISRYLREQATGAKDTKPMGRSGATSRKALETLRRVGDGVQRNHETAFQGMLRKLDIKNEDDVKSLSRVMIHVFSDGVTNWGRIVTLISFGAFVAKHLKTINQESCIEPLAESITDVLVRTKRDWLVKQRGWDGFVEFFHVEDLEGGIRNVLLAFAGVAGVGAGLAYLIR
Bim-Bfl-1: inhibitors of Bim-Bfl-1 interaction, human. inhibition, % at 10 µM. 190,000 tested, 0.12% active. Q16548. Bead-based flow cytometry, Bim-Bfl-1 binding inhibition. AID 1008;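 further: 0% = wells without compound plus tracer and 100% = blocker peptide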
Bcl-B Bim block: human Bim-Bcl-B interaction inhibition; Q9HD36; bead-based flow cytometry, Bim peptide-Bcl-B binding; inhibition, % at 10 µM; 190,000 tested, 0.073% active; AID 951;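 further: 0% = tracer peptide without compound and 100% = reference inhibitor peptide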
Target sequence (Q9HD36 whole entry, looked up): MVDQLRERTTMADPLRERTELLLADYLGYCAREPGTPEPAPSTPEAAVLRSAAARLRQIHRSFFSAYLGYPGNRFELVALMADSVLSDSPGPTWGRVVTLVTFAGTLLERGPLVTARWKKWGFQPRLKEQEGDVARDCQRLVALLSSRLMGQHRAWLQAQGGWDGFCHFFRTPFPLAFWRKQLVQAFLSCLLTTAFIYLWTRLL
RGS7-Gao: human RGS7-Galphao interaction regulation; P09471; Multiplexed bead flow cytometry, RGS7-Galphao binding; actives lie on both sides; binding response (% of control), % at 10 µM; 220,000 tested, 0.35% active; AID 1439; in the data active means binding response below about 49% or above about 150%; inconclusive means no clear call, values can overlap the other calls; inactive means in between;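 further: fluorescent Galphao held in activated GDP-AlF4 state binding bead-coupled RGS7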
Bcl-W Bim block: disrupts Bim peptide binding to human Bcl-W. bead-based flow cytometry. Q92843. inhibition, % at 10 µM. 190,000 tested, 0.02% active. AID 952;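 further: 0% = bound tracer without compound and 100% = peptide blocker; higher means less fluorescent Bim peptide bound to Bcl-W beads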
Target sequence (Q92843 whole entry, looked up): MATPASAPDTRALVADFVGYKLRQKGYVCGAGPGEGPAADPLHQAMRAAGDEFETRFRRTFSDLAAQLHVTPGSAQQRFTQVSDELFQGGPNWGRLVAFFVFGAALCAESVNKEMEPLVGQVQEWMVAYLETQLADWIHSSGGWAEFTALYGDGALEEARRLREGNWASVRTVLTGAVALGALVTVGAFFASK
RGS8-Gao: modulates binding of RGS8 to human Galphao; P09471; AID 1423; response (percent of control binding), % at 10 µM; multiplexed bead flow cytometry; actives lie on both sides; 220,000 tested, 0.34% active; in the data active means response below about 60% or above about 140%; inactive means in between;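 further: Galphao activated as the GDP aluminium fluoride complex binding bead-coupled RGS8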
Bim-Bcl-2: human Bim-Bcl-2 interaction inhibition | P10415 | Bead-based flow cytometry, Bim peptide-Bcl-2 binding | inhibition, % at 10 µM | 190,000 tested, 0.06% active | AID 950; in the data active means inhibition above about 40%; inconclusive means no clear call, values can overlap the other calls;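 further: 0% = no compound wells with probe peptide and 100% = reference peptide inhibitor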
RGS4-Gao reg: modulates binding of RGS4 to human Galphao; P09471; Multiplexed bead flow cytometry; actives lie on both sides; binding response (% of control), % at 10 µM; 220,000 tested, 0.33% active; AID 1415; in the data active means binding response below about 49% or above about 150%; inactive means in between;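 further: fluorescent Galphao activated with aluminum fluoride binding bead-coupled RGS4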
Mcl1-Noxa inh: Mcl-1/Noxa interaction inhibition; 220,000 tested, 1.5% active; inhibition, % at 21.7 µM; Q07820; TR-FRET Mcl-1/Noxa peptide binding, 2 h;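 active means compounds that cut the protein-peptide binding signal by more than 50% relative to plate controls in a single-dose test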;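 further: His-tagged Mcl-1 with rhodamine Noxa BH3 peptide and terbium anti-His antibody; 0% = Mcl-1 plus Noxa peptide wells and 100% = peptide-only wells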
Bim-Bcl-XL: human Bim-Bcl-XL interaction inhibition; AID 1007; Q07817; inhibition, % at 10 µM; 190,000 tested, 0.04% active; Bim peptide-Bcl-XL binding, bead flow cytometry, fluorescence
Target sequence (Q07817 whole entry, looked up): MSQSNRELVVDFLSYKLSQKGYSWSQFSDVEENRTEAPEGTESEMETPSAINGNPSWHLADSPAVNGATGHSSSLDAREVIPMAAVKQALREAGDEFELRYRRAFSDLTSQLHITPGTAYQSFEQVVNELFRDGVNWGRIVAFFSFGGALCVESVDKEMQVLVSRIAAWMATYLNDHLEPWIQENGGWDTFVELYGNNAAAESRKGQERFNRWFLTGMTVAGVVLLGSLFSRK
Mcl-1 Bim block: human Bim-Mcl-1 interaction inhibition; Q07820; Bead-based flow cytometry, Bim peptide-Mcl-1 binding; inhibition, % at 10 µM; 190,000 tested, 0.1% active; AID 1009;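 further: 0% = no compound tracer wells and 100% = peptide blocker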
Numbers without * were called inactive; ? = inconclusive; · = no result given. Unless noted, no stated cut-off is given here; in the data, active means inhibition above about 40%.

SMILES	Mcl1 Bid PPI	Bim-Bfl-1	Bcl-B Bim block	RGS7-Gao	Bcl-W Bim block	RGS8-Gao	Bim-Bcl-2	RGS4-Gao reg	Mcl1-Noxa inh	Bim-Bcl-XL	Mcl-1 Bim block
Cc1ccc(S(=O)(=O)NCCCCC(NC(=O)OC(C)(C)C)C(=O)O)cc1 (centres undefined) (tested in a mixture with another compound)	-7	-17	-5	99	-6	101	-4	101	-5	-9	-1
O=C(COc1ccccc1[N+](=O)[O-])N1CCN(S(=O)(=O)c2ccccc2)CC1	-44	-1	-4	89	-4	90	0	82	9	-1	-2
Clc1ccc(C(c2nnnn2C2CCCCC2)N(Cc2cccnc2)Cc2ccco2)cc1 (centres undefined)	0	-11	-14	102	-11	106	-5	104	-1	-11	-11
CC(=O)c1cccc(NC(=O)C2C(c3ccccc3)C2(Cl)Cl)c1 (centres undefined)	-14	-2	-1	103	-1	97	-2	93	-5	-2	0
COc1ccc(NC(=O)Nc2ccc3nonc3c2)cc1	-10	·	·	?	·	102	·	106	17	·	·
Nc1nnc(CSCc2ccc(Cl)cc2)s1	6	0	-6	98	-1	102	-1	102	7	-3	-3
CCOc1ccc(N2CC(C(=O)Nc3cccc(S(=O)(=O)NC4=NCCC4)c3)CC2=O)cc1 (centres undefined)	-14	·	·	?	·	99	·	104	12	·	·
N#C/C(=C\c1ccc(-c2cccc([N+](=O)[O-])c2)o1)c1nnc(N2CCOCC2)n1-c1ccccc1	3	-1	-6	99	3	101	-2	97	38	-1	1
CC(C)C(C)NC(=O)CN1C(=O)NC2(CCCc3ccccc32)C1=O (centres undefined)	-11	-4	-1	100	-3	100	-3	101	6	-3	-2
COc1ccc(C(=O)NC2CCN(C(=S)Nc3ccccc3)CC2)cc1	-67	-5	-5	98	-3	102	-1	100	6	-1	1
CCCSc1nc(SCC(=O)NCc2ccccc2)c2c3c(sc2n1)COC(C)(CC)C3 (centres undefined)	-6	-1	-1	102	0	101	0	100	-44	-1	0
COc1cc(NC2c3ccccc3C(=O)N2Cc2ccccc2)cc(OC)c1OC (centres undefined)	-44	·	·	?	·	99	·	111	9	·	·
O=C(OCc1nnc(-c2ccccc2)o1)c1ccc2ccccc2n1	-8	-10	-7	102	0	102	-7	100	22	3	0
O=C(CN1C(=O)CC(c2ccco2)Sc2ccccc21)Nc1ccc2c(c1)OCCO2 (centres undefined)	-21	-8	-9	102	0	100	-8	102	21	-1	-2
CCOc1ccc(S(=O)(=O)Nc2nc3ccccc3nc2-n2ccc(=NC(=O)c3ccccc3C)cc2)cc1	-177	·	·	?	·	101	·	103	-476	·	·
CC(=O)NC1(c2cccc(F)c2)CCN(C(=O)Nc2ccc(C#N)cc2)CC1	-26	-22	-9	96	0	94	-15	96	14	-8	-5
CCOc1ccc(-n2nc(C(=O)NCCOC)c3ccccc3c2=O)cc1	-2	-10	-8	105	0	105	-9	103	2	-1	-1
Cc1noc(C)c1C(=O)Nc1c(F)cc(F)cc1Br	-10	-14	-10	103	-5	101	-6	102	9	-9	-6
CC1CCCC(NC(=O)COC(=O)CCC2CCCC2)C1C (centres undefined)	-37	-8	0	101	2	95	-6	87	1	-7	-7
Cc1cccc(-c2nc3ccccc3c(=O)n2NC(=S)N(C)C)c1	3	5	-36	115	-10	89	-9	99	6	-18	-3
CN(C)CCCNC(=O)C(=O)NCC1CCCO1 (centres undefined)	-22	-1	1	99	3	99	3	99	11	1	2
CCNc1c2c(nc3ccccc13)CC(C)(C)CC2=O	14	-8	-4	99	-12	99	-2	101	35	-12	-7
COc1ccc(/C=N/N=C2\SC(CC(=O)O)C(=O)N2c2ccccc2)c(OC)c1 (centres undefined)	-9	-1	-4	102	-1	101	-3	102	6	-1	0
CCCC12CN3CC(CCC)(CN(C1)C3c1ccco1)C2=O (centres undefined)	-5	·	·	?	·	99	·	99	23	·	·
N#Cc1c(NC(=O)CSc2nnc(-c3ccccc3)o2)sc2c1CCCC2	19	-8	-6	102	-1	102	-7	109	-6	-11	0
SMILES	Mcl1 Bid PPI	Bim-Bfl-1	Bcl-B Bim block	RGS7-Gao	Bcl-W Bim block	RGS8-Gao	Bim-Bcl-2	RGS4-Gao reg	Mcl1-Noxa inh	Bim-Bcl-XL	Mcl-1 Bim block
Cc1ccc(-c2n[nH]c(=S)n2/N=C/c2ccncc2)cc1	-53	0	-24	102	-3	99	-1	99	30	-4	-6
Cc1ccc(C2=NNC(=Nc3ccc(F)cc3)SC2)cc1	-29	6	-4	103	-1	101	0	104	5	-3	1
COc1ccc(NC(=O)CN2C(=O)C(C)SC(C)C2=O)c(OC)c1 (centres undefined)	-13	-8	-7	102	-2	101	-10	102	-11	-4	-2
CCCC(CCC(=O)Nc1ccc(S(N)(=O)=O)cc1)C(=O)O (centres undefined)	5	-12	-4	99	2	101	-3	102	4	-2	4
Cc1ccc(-c2nnn(CCC(=O)N3CCCCC3C)n2)cc1 (centres undefined)	-37	-9	-5	100	-4	96	-3	99	6	-14	-8
CC(C)CCNC(=O)NC(=O)COc1ncnc2sccc12	-19	-4	0	105	0	114	-3	106	16	-2	0
O=C(c1cccc(-c2nnc(-c3ccccc3)o2)c1)N1CCCCCC1	5	-5	-1	95	-2	99	-3	94	-9	0	-2
CC(c1ccccn1)N(CCN(C)C)C(=S)Nc1ccccc1F (centres undefined)	-44	-9	-7	98	0	101	-6	98	-8	-13	-1
CCCc1cc(C(=O)Nc2nccs2)cs1	21	-12	-4	104	0	101	-8	105	4	-8	1
C=CCn1c(SCC(N)=O)nnc1-c1cc(Br)ccc1O	-19	-1	-5	103	-1	101	-1	101	6	-2	-1
CCOc1ccc(CN2C(=O)CCC2(C)C(=O)NCc2cccnc2)cc1 (centres undefined)	31	-10	-6	96	1	109	-6	102	25	-8	-3
COc1ccc(-n2c(SCC(=O)NCC3CCCO3)nc3n[nH]c(C)c3c2=N)cc1 (centres undefined)	-42	-11	-8	101	-5	100	-11	102	8	-9	-5
CCOC(=O)C(C)(C)N(Cc1ccc(Cl)cc1)S(=O)(=O)c1ccc(Cl)c([N+](=O)[O-])c1	-8	-2	-9	105	-4	109	-4	118	-18	-6	-4
CN1CCN(C(c2cccc(C(F)(F)F)c2)c2nnnn2C(C)(C)C)CC1 (centres undefined)	-1	-3	-1	103	-1	108	1	101	14	1	0
CCOC(=O)C1=NNC2(CC(=O)N(c3cc(C)cc(C)c3)C2=O)C1 (centres undefined)	-35	·	·	?	·	104	·	104	-6	·	·
Cc1cccc(NC(=S)NCCN2CCOCC2)c1C	-69	-1	-5	98	-1	101	-1	100	0	-5	-4
N=c1c2c3c(sc2nc2n1CCCCC2)CCCCC3	-2	-10	-10	101	0	101	-6	98	15	-4	-1
COC(=O)c1c(NC(=O)COC(=O)CNC(=O)c2ccco2)sc(C)c1C	-18	7	11	102	8	93	6	100	10	1	15
CCCOc1ccc(C(=O)NCC(C)(C)N2CCOCC2)cc1	-22	0	-7	103	4	105	7	101	15	1	15
Nc1cc(C(=O)OCC(=O)NCc2ccc(F)cc2)ccc1Cl	-25	-3	-4	101	-1	102	0	103	12	0	-3
COCCNc1nc2c(c(=O)n(Cc3ccc(OC)cc3)c(=O)n2C)n1C	·	1	10	108	15	100	9	111	·	8	11
CCc1cccc(C)c1NC(=O)c1cc(C)oc1C	-5	-17	-6	103	0	101	-7	100	2	-6	-3
COC(=O)c1c(/N=C/NOCc2ccc(Cl)cc2)sc2c1CCN(c1ncc(C(F)(F)F)cc1Cl)C2	-12	-8	-8	107	2	103	-6	103	-5	-1	0
Cc1ccc(S(=O)(=O)N2CCOCC2)cc1NC(=O)COC(=O)Cc1ccsc1	-6	1	0	104	-2	105	0	105	1	-6	2
CCCCN(C)C(=O)CCCc1c[nH]c2ccccc12	-22	10	3	97	-3	93	0	96	24	-3	-2
O=C(NN=C1CCC(c2ccccc2)CC1)c1cc2c(s1)CCCC2 (centres undefined)	-1	-10	-6	102	-4	99	-1	102	1	-13	-5
COCCNC(=O)CN(CCc1ccccc1)S(=O)(=O)c1ccc(OC)cc1	-51	-18	-10	97	-3	101	-13	101	-18	-10	-5
Cn1c(SCC(=O)NC(C)(C)C)nc(O)cc1=O	-12	1	3	110	0	118	6	109	28	1	3

Reformatted with bars between the fields: 13 of the compounds above.
Molecule | Mcl1 Bid PPI | Bim-Bfl-1 | Bcl-B Bim block | RGS7-Gao | Bcl-W Bim block | RGS8-Gao | Bim-Bcl-2 | RGS4-Gao reg | Mcl1-Noxa inh | Bim-Bcl-XL | Mcl-1 Bim block
Cc1cccc(NC(=S)NCCN2CCOCC2)c1C | -69 | -1 | -5 | 98 | -1 | 101 | -1 | 100 | 0 | -5 | -4
N=c1c2c3c(sc2nc2n1CCCCC2)CCCCC3 | -2 | -10 | -10 | 101 | 0 | 101 | -6 | 98 | 15 | -4 | -1
COC(=O)c1c(NC(=O)COC(=O)CNC(=O)c2ccco2)sc(C)c1C | -18 | 7 | 11 | 102 | 8 | 93 | 6 | 100 | 10 | 1 | 15
CCCOc1ccc(C(=O)NCC(C)(C)N2CCOCC2)cc1 | -22 | 0 | -7 | 103 | 4 | 105 | 7 | 101 | 15 | 1 | 15
Nc1cc(C(=O)OCC(=O)NCc2ccc(F)cc2)ccc1Cl | -25 | -3 | -4 | 101 | -1 | 102 | 0 | 103 | 12 | 0 | -3
COCCNc1nc2c(c(=O)n(Cc3ccc(OC)cc3)c(=O)n2C)n1C | · | 1 | 10 | 108 | 15 | 100 | 9 | 111 | · | 8 | 11
CCc1cccc(C)c1NC(=O)c1cc(C)oc1C | -5 | -17 | -6 | 103 | 0 | 101 | -7 | 100 | 2 | -6 | -3
COC(=O)c1c(/N=C/NOCc2ccc(Cl)cc2)sc2c1CCN(c1ncc(C(F)(F)F)cc1Cl)C2 | -12 | -8 | -8 | 107 | 2 | 103 | -6 | 103 | -5 | -1 | 0
Cc1ccc(S(=O)(=O)N2CCOCC2)cc1NC(=O)COC(=O)Cc1ccsc1 | -6 | 1 | 0 | 104 | -2 | 105 | 0 | 105 | 1 | -6 | 2
CCCCN(C)C(=O)CCCc1c[nH]c2ccccc12 | -22 | 10 | 3 | 97 | -3 | 93 | 0 | 96 | 24 | -3 | -2
O=C(NN=C1CCC(c2ccccc2)CC1)c1cc2c(s1)CCCC2 (centres undefined) | -1 | -10 | -6 | 102 | -4 | 99 | -1 | 102 | 1 | -13 | -5
COCCNC(=O)CN(CCc1ccccc1)S(=O)(=O)c1ccc(OC)cc1 | -51 | -18 | -10 | 97 | -3 | 101 | -13 | 101 | -18 | -10 | -5
Cn1c(SCC(=O)NC(C)(C)C)nc(O)cc1=O | -12 | 1 | 3 | 110 | 0 | 118 | 6 | 109 | 28 | 1 | 3
